PAFAH2 inh: PAFAH2 enzyme inhibitors, primary screen, biochemical, fluorescence polarization, human. Platelet-activating factor acetylhydrolase 2, cytoplasmic (Homo sapiens), Q99487. recombinant PAFAH2, FP-rhodamine activity probe. inhibition, % at 3.39 µM. actives 0.99% (n = 340,000). AID 492956, 2010;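 active means inhibition above the mean over all tested compounds plus 3 SD, cut at about 30% in these data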;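 further: inhibitors block probe labeling of enzyme so polarization drops; 0% = enzyme with DMSO and 100% = wells lacking PAFAH2 protein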
LYPLA2 inh: LYPLA2 inhibitors, primary screen, counter-screen for PME1 inhibitor project, biochemical, fluorescence polarization, FP-Rh probe ABPP; actives 0.38% (n = 320,000); inhibition, % at 5.9 µM; recombinant LYPLA2; Acyl-protein thioesterase 2 (Homo sapiens), O95372;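 active means inhibition above the screen-wide mean plus 3 SD, limit set per campaign, cut at about 26% in these data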;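 further: 0% = LYPLA2 with DMSO and 100% = wells lacking LYPLA2 enzyme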
PREPL inh: PREPL enzyme inhibitors, primary screen, biochemical, fluorescence polarization; inhibition, % at 5.96 µM; actives 0.68% (n = 320,000); recombinant PREPL, fluorescence polarization activity-based probe; in the data active means inhibition above about 43%;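 further: 0% = enzyme with DMSO and 100% = wells lacking enzyme; many of its hits are not listed in these tables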
Target sequence (Q4J6C6 whole entry, looked up): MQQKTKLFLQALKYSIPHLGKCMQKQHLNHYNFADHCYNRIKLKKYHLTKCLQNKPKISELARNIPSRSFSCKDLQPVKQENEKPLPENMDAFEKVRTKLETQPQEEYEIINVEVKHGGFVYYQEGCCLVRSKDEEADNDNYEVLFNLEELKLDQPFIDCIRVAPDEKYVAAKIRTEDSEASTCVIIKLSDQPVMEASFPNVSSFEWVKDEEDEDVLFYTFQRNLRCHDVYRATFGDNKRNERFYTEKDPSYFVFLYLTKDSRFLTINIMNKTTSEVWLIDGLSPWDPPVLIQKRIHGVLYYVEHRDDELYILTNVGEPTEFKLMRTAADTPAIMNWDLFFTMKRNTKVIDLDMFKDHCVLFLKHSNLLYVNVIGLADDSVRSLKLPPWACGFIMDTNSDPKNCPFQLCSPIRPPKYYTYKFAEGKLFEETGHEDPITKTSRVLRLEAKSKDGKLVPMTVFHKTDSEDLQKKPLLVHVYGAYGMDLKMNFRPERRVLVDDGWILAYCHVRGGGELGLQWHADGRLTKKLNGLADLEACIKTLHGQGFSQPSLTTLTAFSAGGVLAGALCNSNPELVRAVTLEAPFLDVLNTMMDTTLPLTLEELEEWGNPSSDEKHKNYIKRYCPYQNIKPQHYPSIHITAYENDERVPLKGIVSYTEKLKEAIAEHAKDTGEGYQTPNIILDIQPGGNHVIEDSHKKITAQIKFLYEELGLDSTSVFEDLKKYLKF
GSTO1 inh: inhibitors of recombinant GSTO1, primary screen, counter-screen for RBBP9 inhibitor project, biochemical, fluorescence polarization. Glutathione S-transferase omega-1 (Homo sapiens), P78417. actives 1.1% (n = 300,000). inhibition, % at 5.96 µM. AID 1974, 2009. activity-based probe fluorescence polarization;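 active means inhibition above the campaign mean inhibition plus 3 SD, cut at about 35% in these data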;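 further: 0% = GSTO1-1 with DMSO and 100% = wells lacking GSTO1-1 enzyme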
PAD4 FP inh: human PAD4 inhibitors, primary screen, biochemical, fluorescence polarization, 1536-well format | Protein-arginine deiminase type-4 (Homo sapiens), Q9UM07 | inhibition, % at 6.36 µM | recombinant PAD4, RCA probe fluorescence polarization | AID 485272, 2010 | actives 0.41% (n = 330,000);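 active means percent inhibition above a cutoff equal to the mean of all tested compounds plus 3 SD, cut at about 15% in these data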;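 further: 0% = PAD4 with RCA probe and DMSO and 100% = probe without PAD4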
LYPLA1 inh: LYPLA1 inhibitors, primary screen, counter-screen for PME1 inhibitor project, biochemical, fluorescence polarization, FP-Rh probe ABPP; Acyl-protein thioesterase 1 (Homo sapiens), O75608; recombinant LYPLA1; inhibition, % at 5.9 µM; actives 0.16% (n = 320,000); AID 2174, 2009;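 active means inhibition above the mean of all tested compounds plus 3 SD, set per campaign, cut at about 14% in these data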;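 further: inhibitors block serine hydrolase probe labeling of LYPLA1 so polarization falls; 0% = enzyme with DMSO and 100% = wells lacking LYPLA1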
EBNA-1 inhibitor: EBNA-1 DNA-binding inhibitors, primary screen, biochemical, fluorescence polarization; inhibition, % at 14.8 µM; actives 0.34% (n = 300,000); AID 1950, 2009; in the data active means inhibition above about 28%
PAFAH1B3 inh: PAFAH1B3 enzyme inhibitors, primary screen, biochemical, fluorescence polarization, human | Platelet-activating factor acetylhydrolase IB subunit alpha1 (Homo sapiens), Q15102 | recombinant PAFAH1B3, FP-rhodamine probe | inhibition, % at 3.39 µM | actives 0.28% (n = 340,000) | AID 492972, 2010;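 active means inhibition above the screen-wide average of all tested compounds plus 3 SD, cut at about 25% in these data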;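 further: 0% = enzyme with DMSO only and 100% = wells lacking PAFAH1B3 protein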
ZTA DNA inh: counter-screen for EBNA-1 inhibitors: inhibitors of Epstein-Barr virus ZTA | actives 0.15% (n = 320,000) | inhibition, % at 11 µM | ZTA-DNA binding, fluorescence polarization; in the data active means inhibition above about 33%
Target sequence (P03206 whole entry, looked up): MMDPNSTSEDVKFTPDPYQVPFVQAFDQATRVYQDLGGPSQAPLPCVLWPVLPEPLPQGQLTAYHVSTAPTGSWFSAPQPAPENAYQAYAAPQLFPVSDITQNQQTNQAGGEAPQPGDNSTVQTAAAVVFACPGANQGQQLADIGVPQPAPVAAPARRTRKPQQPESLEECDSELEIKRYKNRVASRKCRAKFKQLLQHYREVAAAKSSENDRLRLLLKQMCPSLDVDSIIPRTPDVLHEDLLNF
The depositor's hits bear a star; x = not tested or not shown.

SMILES | PAFAH2 inh | LYPLA2 inh | PREPL inh | GSTO1 inh | PAD4 FP inh | LYPLA1 inh | EBNA-1 inhibitor | PAFAH1B3 inh | ZTA DNA inh
O=C(N/N=C/c1ccco1)c1cc(-c2ccccc2)nc2ccccc12 | 1 | -1 | 1 | 7 | -3 | -3 | -5 | 7 | -6
COc1ccccc1C(=O)NC(=O)COC(=O)c1ccc([N+](=O)[O-])cc1 | 7 | -3 | 7 | 4 | 10 | -1 | -17 | 4 | -2
O=C1CCc2cc(S(=O)(=O)N3CCN(C(=O)c4ccco4)CC3)ccc2N1 | 1 | 3 | 7 | -6 | 0 | -2 | -17 | 6 | 4
COc1ccc(OCCOc2ccc(N(C)S(=O)(=O)c3ccccc3)cc2)cc1 | 2 | -3 | 5 | x | -2 | -1 | x | -2 | 22
Cc1cc(C(=O)NC2CCCN(Cc3ccc(Cl)cc3)C2)no1 (stereo not drawn) | -1 | -7 | -7 | 1 | 0 | 3 | -7 | 3 | -3
COc1ccc(C(=O)/C=C/N2CCCCC2)cc1OC | 3 | -5 | 3 | -2 | -1 | -1 | -5 | 2 | 5
C=CCn1c(SCC(=O)N2CC(=O)Nc3ccccc32)nc2scc(-c3cccs3)c2c1=O | -12 | -27 | -12 | -2 | 1 | -18 | 9 | -9 | 13
Cc1ccc(SCC(=O)N(C)C2CCS(=O)(=O)C2)cc1 (stereo not drawn) | -12 | 6 | 8 | -3 | -6 | 3 | -4 | 5 | 2
CC(=O)NC1=NN(C(C)=O)C(c2cccc([N+](=O)[O-])c2)S1 (stereo not drawn) | 1 | 4 | -5 | 3 | 1 | 2 | -2 | 7 | -8
COc1ccc(C2C(C(=O)c3cccs3)=C(O)C(=O)N2CCN2CCOCC2)c(OC)c1 (stereo not drawn) | 3 | 0 | 8 | 5 | 0 | 2 | 6 | -2 | -5
COc1ccc(C(CNC(=O)CCNC(=O)c2ccccc2Cl)N2CCCC2)cc1 (stereo not drawn) | -5 | 6 | 4 | x | 5 | -1 | x | 2 | 3
COc1cccc(CNC(=O)CCC2CCCN(Cc3cc4ccccc4o3)C2)c1 (stereo not drawn) | -3 | 2 | -24 | -3 | 1 | -1 | 3 | 7 | 8
CC1(C)CC(=O)N(c2ccc(C#N)cc2)C(=O)C1 | -1 | 4 | -1 | 4 | 1 | 1 | -5 | 13 | -1
COc1ccc(OCc2cc(C(=O)N3CCOCC3)no2)c(Cl)c1 | -2 | 7 | 10 | 2 | -7 | 1 | -10 | 7 | 8
COc1ccc(C(=O)COC(=O)c2sc(C)nc2C)cc1OC | -7 | 3 | 0 | x | -1 | -1 | x | 4 | 16
C=CCNS(=O)(=O)c1cccc2cc(C(=O)O)c(O)cc12 | 3 | 1 | -5 | -4 | -4 | -2 | -10 | 8 | -2
CCC(C)N=CC1=C(O)C(C(=O)OC)C(C)(C)CC1=O (stereo not drawn) | 1 | 9 | -4 | 9 | -2 | 1 | -1 | 5 | -10
CN1C(=O)N(C)C2(c3ccccc3)Nn3c(s/c(=C/c4ccco4)c3=O)=NC12c1ccccc1 (stereo not drawn) | 2 | 2 | -5 | -9 | 1 | -3 | 45* | 0 | -3
O=S(=O)(NCc1ccccn1)c1ccc(F)cc1 | 1 | 4 | 6 | 6 | 3 | 3 | 4 | 4 | -9
CCSc1nc(-c2ccccc2)c(C#N)c(=O)[nH]1 | -1 | -5 | -7 | -5 | -7 | -2 | -1 | 0 | 3
CCN(CC)C(=O)CSC1=Nc2ccccc2C2=NC(Cc3c[nH]c4ccccc34)C(=O)N12 (stereo not drawn) | 4 | 3 | -2 | 1 | -2 | 2 | 12 | 4 | -4
O=C(O)C1C2C=CC3(CN(CC(O)COc4ccccc4)C(=O)C13)O2 (stereo not drawn) | -2 | 2 | 5 | 3 | 1 | -1 | -5 | 7 | 10
CCC(C)[C@H]1CNCCN1CCc1cc(C(F)(F)F)cc(C(F)(F)F)c1 (stereo partly drawn) | 9 | -4 | 7 | -4 | -1 | -2 | 4 | 0 | -31
Cc1cc(C(F)(F)F)nn1Cc1n[nH]c(=S)n1Cc1ccccc1 | -5 | 5 | 0 | 4 | -4 | 1 | 0 | -2 | -10
Cc1ccc(-c2nnc(SCC(=O)NCCN3C(=O)CSC3=O)n2C)cc1 | 4 | 5 | 7 | x | 0 | -2 | x | 1 | 27
O=C(N/N=C/c1ccc(O)cc1)c1cc(-c2ccccc2)nc2ccccc12 | -2 | -11 | -1 | -15 | -1 | -11 | -13 | 6 | 5
Cc1ccccc1[C@@H](NC(=O)OC(C)(C)C)C(=O)OC(C)(C)C | 3 | 7 | 2 | x | 0 | -1 | x | 3 | -3
O=C(CCNC(=O)c1ccc(Cl)cc1)Nc1nc2ccccc2[nH]1 | -1 | x | -18 | x | 1 | x | x | 4 | x
O=c1[nH]c(Nc2ccc(F)cc2)cc2ccccc12 | 6 | 7 | 31 | 67* | 43* | 5 | 4 | 56* | 14
CCCCn1c(=N)n(CC(=O)c2ccc([N+](=O)[O-])cc2)c2ccccc21 | x | 0 | 5 | -4 | 1 | -2 | 7 | x | -20

12 consecutive compounds out of the list so far, quoted:
SMILES | PAFAH2 inh | LYPLA2 inh | PREPL inh | GSTO1 inh | PAD4 FP inh | LYPLA1 inh | EBNA-1 inhibitor | PAFAH1B3 inh | ZTA DNA inh
O=S(=O)(NCc1ccccn1)c1ccc(F)cc1 | 1 | 4 | 6 | 6 | 3 | 3 | 4 | 4 | -9
CCSc1nc(-c2ccccc2)c(C#N)c(=O)[nH]1 | -1 | -5 | -7 | -5 | -7 | -2 | -1 | 0 | 3
CCN(CC)C(=O)CSC1=Nc2ccccc2C2=NC(Cc3c[nH]c4ccccc34)C(=O)N12 (stereo not drawn) | 4 | 3 | -2 | 1 | -2 | 2 | 12 | 4 | -4
O=C(O)C1C2C=CC3(CN(CC(O)COc4ccccc4)C(=O)C13)O2 (stereo not drawn) | -2 | 2 | 5 | 3 | 1 | -1 | -5 | 7 | 10
CCC(C)[C@H]1CNCCN1CCc1cc(C(F)(F)F)cc(C(F)(F)F)c1 (stereo partly drawn) | 9 | -4 | 7 | -4 | -1 | -2 | 4 | 0 | -31
Cc1cc(C(F)(F)F)nn1Cc1n[nH]c(=S)n1Cc1ccccc1 | -5 | 5 | 0 | 4 | -4 | 1 | 0 | -2 | -10
Cc1ccc(-c2nnc(SCC(=O)NCCN3C(=O)CSC3=O)n2C)cc1 | 4 | 5 | 7 | x | 0 | -2 | x | 1 | 27
O=C(N/N=C/c1ccc(O)cc1)c1cc(-c2ccccc2)nc2ccccc12 | -2 | -11 | -1 | -15 | -1 | -11 | -13 | 6 | 5
Cc1ccccc1[C@@H](NC(=O)OC(C)(C)C)C(=O)OC(C)(C)C | 3 | 7 | 2 | x | 0 | -1 | x | 3 | -3
O=C(CCNC(=O)c1ccc(Cl)cc1)Nc1nc2ccccc2[nH]1 | -1 | x | -18 | x | 1 | x | x | 4 | x
O=c1[nH]c(Nc2ccc(F)cc2)cc2ccccc12 | 6 | 7 | 31 | 67* | 43* | 5 | 4 | 56* | 14
CCCCn1c(=N)n(CC(=O)c2ccc([N+](=O)[O-])cc2)c2ccccc21 | x | 0 | 5 | -4 | 1 | -2 | 7 | x | -20

Additional entries.
SMILES | PAFAH2 inh | LYPLA2 inh | PREPL inh | GSTO1 inh | PAD4 FP inh | LYPLA1 inh | EBNA-1 inhibitor | PAFAH1B3 inh | ZTA DNA inh
COc1ccc2cc(C3c4cc(OC)c(OC)cc4CCN3C(=O)c3ccco3)c(=O)[nH]c2c1 (stereo not drawn) | 4 | -2 | -8 | -3 | 1 | -3 | 1 | 9 | 12
CNc1nnc(-c2ccc(OC)cc2)s1 | -1 | 0 | 6 | 4 | -4 | 0 | 2 | 5 | 13
Cc1ccc(C(=O)OCN2C(=O)c3ccccc3C2=O)o1 | 14 | 1 | 7 | 24 | -6 | 0 | -19 | 1 | -4
COc1ccc(-c2nn(CCC#N)cc2C(=O)Nc2ccccn2)cc1OC | -2 | 3 | -1 | 3 | -7 | -1 | 8 | -4 | -1
N#CC1=C(N)Oc2c(sc3ccccc23)C1c1ccco1 (stereo not drawn) | 13 | -1 | 14 | 13 | -14 | -1 | 2 | 4 | 12
COc1ccc(CCNC(=O)COc2ccc(S(=O)(=O)N3CCOCC3)cc2C)cc1 | 3 | 0 | -3 | 3 | -2 | -3 | 7 | 0 | 1
O=C(N[C@@H](Cc1ccccc1)c1nc2ccccc2[nH]1)c1cc([N+](=O)[O-])ccc1Cl | 4 | -1 | 0 | 0 | -5 | -4 | -5 | 1 | -15
CC(C)(C)c1[nH]nc2c1C(Cc1ccccc1)C(C#N)=C(N)O2 (stereo not drawn) | 1 | -3 | 8 | -11 | 7 | -1 | 8 | 4 | -10
COc1ccc(OC)c(-c2nc3cc4ccccc4cc3nc2-c2ccccc2)c1 | -4 | -10 | -8 | -4 | -3 | -4 | -3 | -12 | -10
CC(C)CN(CC(C)C)S(=O)(=O)N1CCC(C(=O)NCc2ccc(F)cc2)CC1 | 2 | 8 | 13 | -3 | -5 | -1 | 1 | 8 | 2
O=C(NCC1CCN(Cc2ccccc2Cl)CC1)Nc1ccccc1F | 2 | -1 | 6 | -5 | -1 | 0 | -22 | 8 | -16
Cn1c(/C=C/N(Cc2ccccc2)c2ccccc2)c([N+](=O)[O-])c(=O)n(C)c1=O | 16 | 1 | 11 | 1 | -1 | -1 | -7 | 3 | -7
O=C(CSc1nnc(-c2ccco2)c(-c2ccco2)n1)Nc1ccccc1 | 42* | 2 | 17 | 42* | -5 | -3 | 1 | 10 | 20
O=C(Nc1ccc(NC(=O)c2cccs2)cc1)c1ccc(Br)o1 | 4 | -4 | -6 | 3 | 0 | -1 | -9 | 4 | -17
COc1ccc(N2CCN(C(=O)CSc3nnc4c(C)cc5ccc(C)c(C)c5n34)CC2)cc1 | 3 | 6 | 22 | 6 | -7 | 2 | 8 | 4 | 0
O=C(Nc1nc(-c2ccc(-c3ccccc3)cc2)cs1)C1=COCCO1 | 4 | 0 | 0 | -4 | 3 | 1 | 8 | -3 | -9
C/C(=N\NC(=O)c1cccc(S(=O)(=O)Nc2ccccc2Cl)c1)c1ccc(-n2ccnc2)cc1 | 9 | -1 | 0 | 4 | -3 | -5 | -1 | 4 | -18
Nc1c(C(=O)NC2CCCC2)sc2nc(-c3cccs3)ccc12 | 0 | -2 | 9 | 1 | -2 | -5 | -12 | 6 | 0
Cc1csc(NC(=O)C2CCN(C(=O)c3ccccc3C)CC2)n1 | 5 | -2 | -5 | 0 | 0 | 0 | 1 | -1 | 3
COc1ccccc1N1CCN(S(=O)(=O)c2cnc[nH]2)CC1 | -5 | -9 | -6 | 2 | -2 | 3 | 15 | -2 | 11
Nc1ccc(C#Cc2ccccc2)cc1 | -2 | 6 | 17 | -1 | -1 | 3 | 4 | 7 | -17
COc1cc(NC(=O)COC(=O)c2[nH]c(C)c(C(C)=O)c2C)cc(OC)c1 | 2 | x | 9 | x | 0 | x | x | 4 | x
CCOC(=O)C1(CCOC)CCN(Cc2ccc(COC)o2)CC1 | -4 | 1 | -2 | 0 | -4 | 0 | -16 | -1 | 6

Source: PubChem (The Scripps Research Institute Molecular Screening Center)

An excerpt; the hit share may differ from the screen's.
